# TDP1 block: blocks human tyrosyl-DNA phosphodiesterase 1 | recombinant TDP1, AlphaScreen DNA substrate cleavage | Q9NUW8 | hit rate 0.28% among 350,000 | Potency, µM (doses to about 130 µM), for the others: at the top dose activity change, negative = inhibition, hits mostly inhibitors | AID 485290; further: nearly all actives have a fitted effect of over 40% in size
# Target sequence (Q9NUW8 whole entry, looked up): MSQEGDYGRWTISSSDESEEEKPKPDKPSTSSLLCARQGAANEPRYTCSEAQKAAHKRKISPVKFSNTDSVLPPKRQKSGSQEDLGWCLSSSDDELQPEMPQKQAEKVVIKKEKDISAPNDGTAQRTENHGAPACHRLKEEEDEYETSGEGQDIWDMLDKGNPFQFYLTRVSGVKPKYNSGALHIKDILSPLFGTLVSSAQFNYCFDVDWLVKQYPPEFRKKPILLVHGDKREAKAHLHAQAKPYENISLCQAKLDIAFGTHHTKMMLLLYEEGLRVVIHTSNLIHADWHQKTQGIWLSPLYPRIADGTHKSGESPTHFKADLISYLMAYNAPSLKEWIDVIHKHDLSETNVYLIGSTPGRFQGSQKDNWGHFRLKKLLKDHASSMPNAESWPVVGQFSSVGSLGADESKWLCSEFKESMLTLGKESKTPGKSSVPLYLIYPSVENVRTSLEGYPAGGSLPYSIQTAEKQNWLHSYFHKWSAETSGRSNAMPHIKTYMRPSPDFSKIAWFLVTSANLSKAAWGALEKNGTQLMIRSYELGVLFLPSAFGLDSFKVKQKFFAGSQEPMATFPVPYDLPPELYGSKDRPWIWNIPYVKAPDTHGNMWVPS
#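 Compounds were preincubated with Tdp1 (1 nM final) for 15 min at room temperature before substrate (15 nM final) started a 5 min reaction; beads (10 ug/ml final) were then added for 10 min before AlphaScreen detection.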
# FEN1 inhibitor: inhibitors of human flap endonuclease 1; hit rate 0.35% among 390,000; P39748; AID 588795; Potency, µM (highest dose often 114 µM), inactives show at the top dose activity change, negative = inhibition, usual class: inhibitors; Recombinant FEN1 flap cleavage, fluorescence, 15 min; further: nearly all actives have a fitted effect of over 65% in size
# Target sequence (P39748 whole entry, looked up): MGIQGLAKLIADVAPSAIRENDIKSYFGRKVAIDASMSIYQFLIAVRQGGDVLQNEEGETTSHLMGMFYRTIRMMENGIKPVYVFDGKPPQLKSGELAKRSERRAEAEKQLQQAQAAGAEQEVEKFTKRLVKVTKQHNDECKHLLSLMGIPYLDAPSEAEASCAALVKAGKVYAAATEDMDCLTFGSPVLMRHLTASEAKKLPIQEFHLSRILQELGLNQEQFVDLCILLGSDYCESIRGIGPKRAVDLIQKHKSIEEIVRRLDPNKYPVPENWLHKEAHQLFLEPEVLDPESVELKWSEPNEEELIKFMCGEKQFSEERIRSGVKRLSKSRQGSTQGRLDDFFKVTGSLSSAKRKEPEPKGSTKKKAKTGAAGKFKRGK
#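 FEN1 at 10 nM preincubated with compounds 15 min at room temperature, then flap DNA substrate added at 50 nM final. Signal read at 0 and 15 min; concentration-response fitted with four-parameter Hill equation.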
# N370S GC mod: inhibits or activates N370S mutant glucocerebrosidase; Potency, µM (doses to about 59.4 µM), without a hit: at the top dose activity change, negative = inhibition, most hits filed as inhibitors; P04062; hit rate 0.092% among 330,000; AID 2101; N370S GC spleen homogenate, 4MU-glucoside fluorescence;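 further: 0% = full enzyme activity and -100% = no enzyme basal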
# * marks the source's active call; other numbers are inactive results; ? = inconclusive; · = not tested or not shown; & = joins results of further samples; [ ] = another dose, or the depositor's remark. The call rests on the fitted dose curve; in most records, active means well fitted curve in the direction sought with a large enough effect; inconclusive means small, poorly fitted or top-dose-only effect, or another doubt; inactive means no such curve, though single readings can be large; an effect the other way counts as inactive or inconclusive. Unless noted, on the % scale 0 is the no-effect control and ±100 the full control effect; potency means the concentration at half of the fitted maximal effect. The order is random. About 0.57% of those tested had a hit in this group.
SMILES,TDP1 block,FEN1 inhibitor,N370S GC mod
COC(=O)c1cc2sc(C)cc2n1CC(=O)Nc1ccc(C)c(C)c1,1%,-8%,·
O=C(COc1ccccc1)NC(=S)Nc1ccc2c3c(cccc13)CC2,2%,-12%,0%
COCCCNC(=O)C(=O)NCC1CCCN1S(=O)(=O)c1cccs1 (stereo not given),-11%[0.505 µM],-10%,-5%
Cc1ccc(S(=O)(=O)Nc2cc(-c3ccc(Cl)cc3)nn2C)cc1,5%,17%,1%
N/C(=N\OC(=O)c1cccc(Br)c1)c1ccncc1,1%,-7%,8%
O=C(CN1CCC(n2nnc3cc(F)ccc32)CC1)Nc1ccccc1N1CCOCC1,7%,-3%,2%
Clc1ccc(OCCn2cnc3ccccc32)cc1,12%,-6%,3%
COc1ccc(CNC(=S)Nc2ccc(F)c(Cl)c2)cc1OC,0%,-8%,2%
Cc1cc(C)c2cc3c(N)c(C(=O)N4CCOCC4)sc3nc2c1,-1%,-1%,4%
Cc1ccc(NC(=O)Cn2cc3c(n2)CCC(C)C3)cc1C (stereo not given),8%,-2%,·
COC(=O)[C@H](CC(C)C)NC(=O)NC1CCCCC1C (stereo not given in full),5%,6%,27%
Cn1c(SCC(=O)c2ccc(F)cc2)nnc1-c1ccccc1Br,3%,10%,·
CC(=O)c1c(C)[nH]c(C(=O)NCCCN2CCCC2)c1C,5%,-2%,6%
CC(C)(C)NC(=O)CN(C(=O)CNC(=O)c1cccs1)c1ccc2c(c1)OCCO2,3%,2%,-8%
CC1=NN(C(=O)Cn2nc([N+](=O)[O-])cc2C)C(O)(C(F)(F)F)C1 (stereo not given),5%,7%,6%
O=C1CC(N2CCN(S(=O)(=O)c3ccccc3)CC2)C(=O)N1c1ccccc1 (stereo not given),1%,-9%,3%
O=C1Nc2c(c(=O)[nH]c(=O)n2-c2ccc(F)cc2)C1(NS(=O)(=O)c1ccccc1)C(F)(F)F (stereo not given),4%,-1%,18%
S=C1NC2(CCCCC2)Cc2ccccc21,8%,-2%,14%
Cc1cccc(NC(=O)c2ccc(OCc3c(C)noc3C)cc2)c1C,1%,-2%,·
CN(C)S(=O)(=O)c1ccc(NC(=O)CSc2ncnc3ccccc23)cc1,1%,-11%,-6%

# 4 consecutive compounds already listed, for reference:
SMILES,TDP1 block,FEN1 inhibitor,N370S GC mod
O=C1Nc2c(c(=O)[nH]c(=O)n2-c2ccc(F)cc2)C1(NS(=O)(=O)c1ccccc1)C(F)(F)F (stereo not given),4%,-1%,18%
S=C1NC2(CCCCC2)Cc2ccccc21,8%,-2%,14%
Cc1cccc(NC(=O)c2ccc(OCc3c(C)noc3C)cc2)c1C,1%,-2%,·
CN(C)S(=O)(=O)c1ccc(NC(=O)CSc2ncnc3ccccc23)cc1,1%,-11%,-6%

# An excerpt from above in order of length of the SMILES, rising:
SMILES,TDP1 block,FEN1 inhibitor,N370S GC mod
S=C1NC2(CCCCC2)Cc2ccccc21,8%,-2%,14%
Cc1cc(C)c2cc3c(N)c(C(=O)N4CCOCC4)sc3nc2c1,-1%,-1%,4%
O=C(COc1ccccc1)NC(=S)Nc1ccc2c3c(cccc13)CC2,2%,-12%,0%
O=C1CC(N2CCN(S(=O)(=O)c3ccccc3)CC2)C(=O)N1c1ccccc1 (stereo not given),1%,-9%,3%
O=C1Nc2c(c(=O)[nH]c(=O)n2-c2ccc(F)cc2)C1(NS(=O)(=O)c1ccccc1)C(F)(F)F (stereo not given),4%,-1%,18%

# The list continues:
SMILES,TDP1 block,FEN1 inhibitor,N370S GC mod
COc1ccc(-c2[nH]ncc2CNCc2cc(C)n(C)n2)c(F)c1,5%,-18%,-6%
O=C(Nc1ccc(-c2noc(CCc3ccccc3)n2)cc1)c1cccnc1,3%,-8%,-1%
Cc1nc2c(-c3ccccc3)c(C)[nH]n2c(=O)c1Cc1ccc(C(C)C)cc1,12%,13%,·
Cc1ccccc1NC(=O)c1c(C)oc2ccc(O)c(CN3CCCCCC3)c12,4%,?,·
FC(F)(F)c1cccc(CNC(=S)Nc2ccccc2)c1,3%,-7%,16%
Cc1nc2cc(NC(=O)c3ccc(Cl)cc3)ccc2n1C,·,24%,1%
CCOC(=O)N/N=C\c1ccc(C)s1,7%,-6%,5%
Cc1nc2ccc(NC(=O)c3ccc(=O)[nH]c3)cc2s1,-9%,10%,-9%
O=C(C1CCCO1)N1CCN(S(=O)(=O)c2ccc(Br)cc2)CC1 (stereo not given),2%,-18%,-8%
COc1ccc(-c2nc(-c3ccccc3)c(NC(C)C)o2)cc1,7%,·,-4%
COc1cccc(NC(=O)C2CCCN2S(=O)(=O)c2ccc3nc(-c4ccccc4)[nH]c3c2)c1 (stereo not given),1%,7%,·
CC(C)[C@H](NC(=O)OCc1ccccc1)C(=O)N[C@@H](Cc1c[nH]c2ccccc12)C(=O)O,-1%,14%,1%
O=C1NC(=O)/C(=C/c2ccccn2)S1,-1%,-1%,1%
Cc1onc(-c2ccccc2Cl)c1C(=O)Oc1cc(N)n(S(=O)(=O)c2ccc(F)cc2)n1,5%,12%,13%
CCCC(=O)Oc1c(Sc2ccc(C)cc2)c(C)nn1-c1ccccc1,12%,?,·
C=CCNC(=O)c1ccccc1NC(=O)C1CCN(S(=O)(=O)c2ccc(SC)cc2)CC1,-7%,-7%,-12%
CCN(CC)c1ccc(NC(=O)CN2CCN(c3ccccc3OC)CC2)cc1,14%,-6%,·
O=C(N[C@@H]1C/C=C\C[C@H](CC(=O)N(CCO)Cc2ccccc2)C(=O)N[C@@H](Cc2ccccc2)COC1=O)OCC1c2ccccc2-c2ccccc21,0%,-23%,·
C=CCN1C(=O)C(CC(=O)Nc2ccc(C)cc2)SC1=Nc1c(C)n(C)n(-c2ccccc2)c1=O (stereo not given),2%,9%,13%
CCOC(=O)Cc1csc(NC(=O)CSc2nnc(C(C)C)n2CC)n1,2%,11%,-11%
CC(=O)Nc1ccc(S(=O)(=O)NCCc2cn3ccsc3n2)cc1,3%,4%,·
O=C(Nc1ccc2[nH]c(=S)sc2c1)Nc1ccccc1F,11%,-19%,0%
COc1cc(C(=O)Nn2c(O)c(C3=c4ccccc4=NC3=O)sc2=S)ccc1O,9%,-33%,-5%
CCCN1CCN(C(=O)c2c(Cl)cnn2C)CC1,-1%,-2%,1%
Cc1cccc(-n2c(SCCC(=O)O)nnc2-c2cccs2)c1C,4%,-10%,3%
Cc1oc(CSCC2CCCO2)cc1C(=O)O (stereo not given),-5%,-2%,2%
CCN1C(=O)/C(=C\N(C)C)S/C1=N\S(=O)(=O)c1ccc(C)cc1,-8%,2%,2%
COc1cc(C(=O)NCCC(C)C)c([N+](=O)[O-])cc1OC,-2%,0%,-13%
CCSc1nncn1/N=C/c1ccc(OC)c(OC)c1,2%,-1%,2%
CC(C)CCn1nnnc1C(C(C)C)N1CCC(C(N)=O)CC1 (stereo not given),0%,-4%,-8%
Nc1cc(=O)[nH]c(=S)n1-c1ccccc1,-8%,-2%,·
NC(CC(=O)NC(c1ccccc1)(c1ccccc1)c1ccccc1)C(=O)O (stereo not given),5%,0%,-3%
O=[N+]([O-])c1cccc(S(=O)(=O)N2CCN(c3nc(-c4ccccc4)nc4ccccc34)CC2)c1,3%,-10%,·
COc1ccc(-n2ncc(C(=O)NC3CC3)c2C2CCN(C(=O)OC(C)(C)C)CC2)cc1,2%,1%,11%
CCN1CCN(CCCNC(=O)C(NC(=O)C2CCC(C)CC2)C(C)C)CC1 (stereo not given),2%,·,2%
CC(O)C(NS(=O)(=O)c1ccc(Cl)cc1)C(=O)OCc1cc([N+](=O)[O-])cc2c1OCOC2 (stereo not given),0%,-1%,3%
Cc1cccc(C)c1NC(=O)CNC(=O)C(C)N(C)CC(=O)Nc1ccc(F)cc1 (stereo not given),-5%,-1%,1%
Cc1ccc(CNC(=O)c2ccc3c(c2)nc2n3CCOC2)cc1,3%,2%,·
O=C(CN1C(=O)C2C3CC(C(Br)C3Br)C2C1=O)Nc1ccc(C(=O)O)cc1 (stereo not given),5%,2%,7%
O=C(CCN1C(=O)/C(=C\c2cccs2)SC1=S)Nc1nccs1,1%,2%,1%
O=C(COC(=O)c1cc2ccccc2cc1O)Nc1cccnc1Cl,-1%,6%,-1%
Fc1ccc2nc3[nH]c4ccccc4c3nc2c1,-3%,?,15%
COc1ccc(C(=O)N/N=C/c2ccccn2)cc1OC,8%,-5%,1%
COc1cccc2cc3c(=O)n(-c4ccccc4)nc-3oc12,0%,-2%,-7%
CC1CCCCC1NCC(=O)NCc1ccc(F)cc1 (stereo not given),-3%,-4%,-4%
Cc1ccccc1NC(=O)c1c(NC(=O)Cc2ccccc2)sc2c1CCC2,-8%[12.3 µM],-19%,·
O=C(O)c1ccc(N/N=C/c2ccc3nccnc3c2)cc1,-3%,?,-7%
CCOc1ccc(Oc2nc(C)cc(OC)n2)nn1,0%,-1%,-2%
O=c1cc(-c2ccc(Cl)cc2)[nH][nH]1,13%,0%,-5%
CN1CCN(c2ccc(C(=O)NC3CCCCC3)cc2[N+](=O)[O-])CC1,1%,-2%,1%
O=C(NC1=NCCS1)c1ccc(F)c(S(=O)(=O)N2CCOCC2)c1,2%,16%,·
COc1cccc(NC(=O)CN2C(=O)NC(CCc3ccccc3)C2=O)c1 (stereo not given),-1%,-4%,·
COCCCn1c(=O)c2sccc2n2c(CCCC(=O)NCc3ccccc3)nnc12,1%,-7%,-1%
O=C(COC(=O)c1cccc(O)c1)NCc1ccc2c(c1)OCO2,2%,15%,-12%
Cc1ccc(S(=O)(=O)c2nc(S(C)(=O)=O)sc2N2CCC(C)CC2)cc1,1%,-6%,-4%
COCO/C=C(\NC(C)=O)c1ccccc1,0%,1%,·
CCCN1C(=O)/C(=C/c2ccco2)SC1=Nc1ccc(OC)cc1,11%,2%,-5%
CC(=O)N(C(C)=O)n1c(C)nc2sc3c(c2c1=O)CCCC3,5%,-20%,4%
Cc1[nH]nc2c1C(CC(C)C)C(C#N)=C(N)O2 (stereo not given),3%,29%,12%
COc1cccc(C(=O)Nc2nnc(SCC(=O)NC3CC3)s2)c1,3%,0%,-5%
# Going on with the list.
SMILES,TDP1 block,FEN1 inhibitor,N370S GC mod
COc1ccc2nc(NC(=O)C3CCN(S(=O)(=O)c4cccs4)CC3)sc2c1,2%,-7%,2%
O=C(NCCc1cn2ccsc2n1)c1cccs1,1%,14%,-3%
Cc1ccc2c(c1)[nH]c1c(=O)n(Cc3ccco3)cnc12,4%,20%,6%
Cc1ccc(C(=O)O)cc1NC(=S)NC(=O)c1ccc(-c2ccc(Cl)cc2)o1,0%,-9%,-6%
C=C(C)C(=O)c1ccc(OC)cc1,5%,·,-2%
CC(=O)Nc1ccc(/C=C/c2noc(-c3ccccc3O)n2)cc1,4%,-2%&3%,-8%
FC(F)(F)c1cc(-c2cccc(Br)c2)nc2ncnn12,4%,-4%,·
Cc1ccc(CNC(=O)CCSCc2ccccc2C)cc1,·,-28%,-6%
CC(=O)c1cccc(NC(=O)c2nc3ccccc3n(C)c2=O)c1,2%,-7%,·
Cc1ccc2c(CC(=O)Nc3nc(C)cs3)coc2c1,2%,-3%,4%
COc1cc(/C=N/NC(=O)CNC(=O)c2ccccc2)ccc1OC(=O)c1cccs1,8%,-14%,-4%
COc1ccc(/C=C(\NC(=O)c2ccccc2)C(=O)NNC(=O)CCN2CCOCC2)cc1,7%,-10%,-5%
CCc1ccc(S(=O)(=O)N/N=C\c2ccc([N+](=O)[O-])o2)cc1,1%[56.1 µM],-13%,-7%
COc1ccc(OC)c2c(C)cc(N3CCN(C(=O)c4ccc(F)cc4)CC3)nc12,3%,-9%,6%
COCOc1cc(OC)ccc1C(=O)/C=C\c1ccc2c(c1)OCO2,3%[21 µM],·,3%[12.8 µM]
Nc1cc(N)nc(SCC(=O)NCC(=O)Nc2ccc(F)c(F)c2F)n1,-20%,9%,·
COc1ccc(NC(=O)CSc2n[nH]c(-c3ccncc3)n2)c([N+](=O)[O-])c1,7%,-13%,7%
O=C1c2cccc(OCc3ccc(F)cc3)c2CCN1Cc1ccc(F)cc1,-8%,-8%,11%
COc1ccc(C2=N[C@@H](C(C)C)CO2)cc1,-1%[234 µM],·,-4%[136 µM]
CC(C)C(NS(=O)(=O)c1ccc2c(c1)oc(=O)n2C)C(=O)N1CCN(c2cccc(Cl)c2)CC1 (stereo not given),6%,7%,·
Cc1ccc(CNC(=O)Cn2ncc3c(C)n(Cc4ccc(Cl)cc4)c(C)c3c2=O)cc1,-3%,-14%,·
CCOC(=O)C(CCc1ccccc1)NC(C)C(=O)N1C(C(=O)O)CC2CCCC21 (stereo not given),14%[56.1 µM],·,12%
CN(C)c1ccc(C(=O)N2CC(=O)N(CCc3ccccc3)C(=O)C2)cc1,4%,-3%,-21%
CC1CCN(C(=O)COC(=O)c2n[nH]c3ccccc23)CC1,2%,-2%,3%
O=C(NCC(=O)N(Cc1ccco1)C(C(=O)NC1CCCCC1)c1ccncc1)c1cccs1 (stereo not given),·,-1%,-13%

# Pulled by structure from above:
SMILES,TDP1 block,FEN1 inhibitor,N370S GC mod
CN(C)c1ccc(C(=O)N2CC(=O)N(CCc3ccccc3)C(=O)C2)cc1,4%,-3%,-21%
Cc1ccc(CNC(=O)Cn2ncc3c(C)n(Cc4ccc(Cl)cc4)c(C)c3c2=O)cc1,-3%,-14%,·

# Assay outcomes as filed in PubChem BioAssay.
